MEKK3 PB1 HTS: modulators of MEKK3-MEK5 PB1 binding, primary screen, biochemical, wildtype MEKK3, multiplex bead flow cytometry, Alexa488-MEK5; Mitogen-activated protein kinase kinase kinase 3 (Homo sapiens), Q99759; bead-based flow cytometry, Alexa488-MEK5 binding to MEKK3; actives lie on both sides; 0 = blocked by unlabeled MEK5, 100 = vehicle; binding response (% of control), % at 10 µM; 290,000 tested, 1.4% active; AID 1529, 2009;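 active = binding response more than 3 SD above or below the average of its plate-row segment, actives on both sides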;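 also: Alexa488 bead fluorescence after subtracting the streptavidin-only scavenger bead signal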
Target sequence (Q99759 whole entry, looked up): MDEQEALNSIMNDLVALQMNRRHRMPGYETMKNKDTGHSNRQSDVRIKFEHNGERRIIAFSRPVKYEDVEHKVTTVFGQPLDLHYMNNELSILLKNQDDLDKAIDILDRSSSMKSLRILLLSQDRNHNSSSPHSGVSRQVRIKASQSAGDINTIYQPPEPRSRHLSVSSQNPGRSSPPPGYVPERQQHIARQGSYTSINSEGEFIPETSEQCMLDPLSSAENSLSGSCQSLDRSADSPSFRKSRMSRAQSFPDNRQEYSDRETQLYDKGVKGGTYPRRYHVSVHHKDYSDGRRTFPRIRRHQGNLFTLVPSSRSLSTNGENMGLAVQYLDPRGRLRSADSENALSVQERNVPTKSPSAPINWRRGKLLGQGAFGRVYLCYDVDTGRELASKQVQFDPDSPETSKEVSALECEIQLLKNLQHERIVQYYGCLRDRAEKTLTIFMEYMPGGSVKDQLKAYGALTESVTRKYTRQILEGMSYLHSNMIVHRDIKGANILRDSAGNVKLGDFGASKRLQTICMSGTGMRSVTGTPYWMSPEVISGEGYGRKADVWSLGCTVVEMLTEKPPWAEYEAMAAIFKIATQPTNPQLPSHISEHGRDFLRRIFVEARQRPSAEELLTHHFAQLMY
UBC9 SUMO inh: inhibitors of in vitro SUMOylation cascade, primary screen, biochemical, HTRF, uHTS; inhibition, % at 35 µM; SUMO-conjugating enzyme UBC9 (Homo sapiens), P63279; 290,000 tested, 0.36% active; HTRF SUMOylation assay, SAE1/SAE2 + UBC9; in the data active = inhibition above about 50%, passing the limit was not always enough; also: strong numbers were not always called active
Target sequence (P63279 whole entry, looked up): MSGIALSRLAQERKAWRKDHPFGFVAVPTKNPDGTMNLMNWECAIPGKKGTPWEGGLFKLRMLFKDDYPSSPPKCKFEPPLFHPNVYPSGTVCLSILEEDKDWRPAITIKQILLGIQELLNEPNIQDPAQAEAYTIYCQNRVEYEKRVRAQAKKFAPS
CRFR2-BP ag: agonists of CRF-BP/CRF-R2 complex, primary screen, cell-based, HEK293, calcium dye fluorescence, uHTS | activation, % at 13.2 µM | calcium dye fluorescence (FLIPR); percent of saturating CRF peptide response | 350,000 tested, 0.46% active | AID 588473, 2011 | CRF-binding protein / CRF receptor 2 complex (human);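 active = activation of at least 50%, plus an integration ratio under a set limit after plate pattern correction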;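 also: plate controls were neutral control wells without compound for no effect and CRF at EC100 for full effect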
MEKK2 mut-MEK5: MEK5 binding signal on mutant MEKK2 PB1, primary screen, biochemical, multiplex bead flow cytometry, Alexa488-MEK5; 290,000 tested, 0.35% active; percent response, % at 10 µM; Alexa488-MEK5 binding to MEKK2 mutant; in the data active = percent response above about 24%, passing the limit was not always enough; also: inactives centre near 1; some results filed as inactive read as strong as hits
HCV NS3 hel inh: inhibitors of HCV NS3 helicase, primary screen, biochemical, Cy5 molecular beacon fluorescence; Hepatitis C virus NS3 helicase; inhibition, % at 10.9 µM; NS3 helicase DNA unwinding; 290,000 tested, 0.56% active;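 active = inhibition above the mean of all tested compounds plus 3 SD, set per campaign, cut at about 35% in these data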;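 also: 0% = DMSO wells and 100% = thioflavine S control wells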
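Control set: DMSO versus 110 µM thioflavine S; Material: NS3 helicase fragment of HCV; Measured by: Cy5 fluorescence at 0 and 60 min, beacon hairpin quenching; Read-out basis: percent inhibition from t60/t0 fluorescence ratio; Times: reaction time 60 min, 25 °C; Repeats: single replicate; Compound dosing: single dose, 10.9 µM nominal final, DMSO 0.8% final.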
MEKK2 WT-MEK5: modulators of MEK5 binding to wildtype MEKK2, primary screen, biochemical, multiplex bead flow cytometry, Alexa488-MEK5; Mitogen-activated protein kinase kinase kinase 2 (Homo sapiens), Q9Y2U5; Alexa488-MEK5 binding to MEKK2 WT; actives lie on both sides; binding response (% of control), % at 10 µM; 290,000 tested, 1.1% active; AID 1531, 2009; in the data active = binding response below about 67% or above about 130%
FID counter: compounds displacing fluorescent DNA intercalator, primary screen, artefact control for HCV NS3 helicase inhibitor project, biochemical, FID fluorescence; DNA fluorescent intercalator displacement; 290,000 tested, 0.17% active; inhibition, % at 7.9 µM; in the data active = inhibition above about 37%;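 also: 0% = vehicle and 100% = reference compound; higher means more ethidium bromide displaced from hairpin DNA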
CRFBP-R2 block: antagonists of CRF-BP/CRF-R2 complex, primary screen, cell-based, HEK293, calcium dye fluorescence, uHTS | CRF-induced calcium fluorescence | inhibition, % at 11.8 µM | 350,000 tested, 0.59% active;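 active = inhibition of the ligand-induced calcium signal above about 50% at the single tested concentration, limit read from the data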
GalR3 antag: GalR3 antagonists in HEK293 cells, primary screen, cell-based, fluorescence readout; AID 651719, 2012; 360,000 tested, 0.44% active; inhibition, % at 3 µM; Galanin receptor type 3 (Homo sapiens), O60755; HEK293 GalR3-CNG cAMP membrane potential fluorescence; galR3 body fused to GalR1 C-terminus;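 active = inhibition above the screen-wide average plus 3 SD, cut at about 13% in these data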;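 also: forskolin and galanin both at EC90 stimulate the cells; cAMP rise reported by CNG channel membrane potential dye signal; 0% = forskolin plus galanin with DMSO and 100% = forskolin alone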
Target sequence (O60755 1-299 limits assumed): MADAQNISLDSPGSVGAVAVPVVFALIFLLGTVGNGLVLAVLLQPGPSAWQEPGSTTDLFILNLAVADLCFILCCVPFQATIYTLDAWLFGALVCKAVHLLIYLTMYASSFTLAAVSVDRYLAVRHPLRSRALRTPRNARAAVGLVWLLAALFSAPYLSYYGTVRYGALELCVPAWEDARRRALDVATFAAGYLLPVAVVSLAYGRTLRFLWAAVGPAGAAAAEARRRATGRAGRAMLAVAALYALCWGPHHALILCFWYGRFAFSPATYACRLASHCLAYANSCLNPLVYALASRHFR
The depositor's hits bear a star; . = no result given; & = joins results of further samples. These rows are one share of the data. The share of hits here may be higher or lower than overall.

SMILES	MEKK3 PB1 HTS	UBC9 SUMO inh	CRFR2-BP ag	MEKK2 mut-MEK5	HCV NS3 hel inh	MEKK2 WT-MEK5	FID counter	CRFBP-R2 block	GalR3 antag
COC(=O)C1C(=O)C2=C(CC1C)NC(C)=C(C(=O)OCCOc1ccccc1)C2c1ccc(C)o1 (centres undefined)	104	12	0.1	1	2	109	-23	14	-2
C[C@H]1CCC[C@]2(O[C@@H](CCO)C[C@H](O)[C@H]2O)O1	100	-20	-0.2	4	3	97	5	-1	6
CCS(=O)(=O)N1Cc2ccccc2CC1C(=O)NC(C)C12CC3CC(CC(C3)C1)C2 (centres undefined)	103	23	3.0	3	1	102	-9	-35	2
CC(=O)Nc1ccc(S(=O)(=O)Nc2nc(CN3CCOCC3)nc3sc4c(c23)CCCC4)cc1	104	18	-1.5	-1	-3	99	-31	-4	3
Cc1ccccc1CSCC(=O)c1c(N)n(CC(C)C)c(=O)n(C)c1=O	101	22	-1.3	-2	-6	100	-1	18	-3
CCCn1c(NC(=O)C2CCN(C(=O)c3ccc(F)cc3)CC2)nc2ccccc21	99	0	-2.8	2	-10	95	-43	0	-1
Cc1cc(C)c(NC(=O)CSc2nc3ccncc3[nH]2)c(C)c1	99	-2	-1.5	2	-5	105	-9	5	-7
CC(C)CCN1CCN(Cc2cccn2-c2nccs2)CC1CCO (centres undefined)	98	13	-1.9	-1	8	97	6	-2	-3
Cc1ccc(OC(=S)Nc2ccccc2)c(C)c1	103	6	-3.6	-2	2	105	-1	5	2
CC1=C(C(=O)Nc2nc3ccccc3s2)C(c2ccco2)C(C#N)=C(SCC(=O)NC2CCCCC2)N1 (centres undefined)	91	-6	1.3	-4	-3	95	-24	13	2
COc1ccc(-c2n[nH]c(=S)n2-c2ccc3c(c2)OCCO3)cc1	126	-8	-0.3	1	-2	109	-13	7	0
O=C(c1nc2ccccc2s1)N1CCSCC1	102	8	0.7	1	-8	105	-3	5	-1
O=C(Cn1c(=O)n(CCCC(=O)NC2CCCC2)c(=O)c2ccccc21)NCCC1=CCCCC1	103	-10	5.8	2	-7	105	-3	0	-4
O=C(NCCO)C(F)(F)C(F)(F)C(F)(F)OC(F)(C(=O)NCCO)C(F)(F)F (centres undefined)	95	16	-0.8	-3	-1	96	2	9	-9
S=C(Nc1ccccc1Cl)N1CCOCC1	96	4	0.6	-1	5	98	-3	3	-5
CC(Oc1ccc(Cl)cc1)C(=O)Nc1ccc(S(=O)(=O)Nc2nccs2)cc1 (centres undefined)	103	16	38	8	3	102	-29	-31	-8
CCOC(=O)c1c2ccc(OCC(=O)N/N=C/c3ccc(Cl)cc3)cc2n2ccccc12	.	42	.	.	-7	.	1	.	-3
O=C(NCc1cccnc1)Nc1ccc(Cl)cc1Cl	104	1	-0.5	3	3	103	-12	-8	-3
COCc1cc(C)n(CC(=O)Nc2ccc(N3CCOCC3)c(Cl)c2)c(=O)c1C#N	99	-1	-0.9	-4	-5	98	-17	-1	2
O=C(N/N=C/c1ccc2cccc(OCc3ccccc3)c2n1)c1ccc(Br)cc1	104	17	0.3	-3	1	94	-8	0	-5
CC1=NN(C(=S)Nc2ccccc2)C(C)(C)C1	101	-14	-0.1	-4	-5	102	0	21	-3
COc1ccc(Br)cc1/C=N/NC(=O)c1cccnc1	99	3	0.2	6	1	103	-11	-2	-8
CCOc1ccccc1NC(=O)CSc1nccn1-c1ccccc1	.	2	-2.2	.	-7	.	-15	-3	-1
O=C(O)c1cc(-c2ccccc2)n(-c2ccccc2)n1	103	7	1.3	2	5	107	-7	3	-3
Cc1cc(-c2nn(C)c(=O)c3ccccc23)cc(C)c1O	97	22	-5.4	-3	-2	92	-5	-5	-4
CCCCCCS(=O)Cc1ccccc1 (centres undefined)	100	-3	-1.8	5	8	102	3	7	-4
CC(C(O)c1ccc(O)cc1)N1CCC(Cc2ccccc2)CC1 (centres undefined)	112&102&113	5&3	-1.7&-1.1&2.8	5&6&7	-3&-7	119&103&86	6&15	-18&-10&19	-6&-4
COc1ccc(C(=O)NC2CC2)cc1OC1CCN(Cc2ccccc2F)CC1	102	3	-0.3	6	3	102	3	-6	-1
OCC(CO)(CO)NCC(O)CN1c2ccccc2Sc2ccccc21 (centres undefined)	107	-2	8.7	12	-18	109	4	-10	.
COc1cc(C(F)(F)F)c(C(=O)N(C)Cc2cccc(Cl)c2)cn1	97	5	0.4	-6	5	96	-26	-5	-3

Four compounds already listed, ordered by the number in MEKK2 mut-MEK5, ascending:
smiles	MEKK3 PB1 HTS	UBC9 SUMO inh	CRFR2-BP ag	MEKK2 mut-MEK5	HCV NS3 hel inh	MEKK2 WT-MEK5	CRFBP-R2 block	GalR3 antag
COc1cc(C(F)(F)F)c(C(=O)N(C)Cc2cccc(Cl)c2)cn1	97	5	0.4	-6	5	96	-5	-3
CC1=NN(C(=S)Nc2ccccc2)C(C)(C)C1	101	-14	-0.1	-4	-5	102	21	-3
O=C(O)c1cc(-c2ccccc2)n(-c2ccccc2)n1	103	7	1.3	2	5	107	3	-3
COc1ccc(Br)cc1/C=N/NC(=O)c1cccnc1	99	3	0.2	6	1	103	-2	-8

(continued)
SMILES	MEKK3 PB1 HTS	UBC9 SUMO inh	CRFR2-BP ag	MEKK2 mut-MEK5	HCV NS3 hel inh	MEKK2 WT-MEK5	FID counter	CRFBP-R2 block	GalR3 antag
O=c1[nH]c(SCCOc2cccc3ccccc23)nc2ccccc12	103	13	1.4	-5	6	88	1	-28	-3
O=[N+]([O-])c1ccc(P(=O)(Cc2ccccc2)c2ccccc2O)cc1 (centres undefined)	103	-6	-1.2	1	-5	101	-14	-1	-3
CCOC(=O)c1ccc2[nH]c(C)c(CCC(C)=O)c(=O)c2c1	86	42	0.1	-1	0	103	1	18	-2
O=[N+]([O-])c1ccc(N2CCSCC2)cc1	94	0	-2.6	-8	-4	97	1	34	-3
COc1cccc(NC(=O)N2CCC(NC(=O)C(Cc3cccc(C)c3)NC(C)=O)CC2)c1 (centres undefined)	102	-2	2.2	11	8	103	-36	11	-9
CC(C)Cn1c(N)c(C(=O)COC(=O)c2cc(-c3ccccc3)nc3ccccc23)c(=O)n(C)c1=O	101	-5	-0.2	-4	3	100	-2	-9	-4
O=C(NCCCl)NNc1c(Cl)cc(Cl)cc1Cl	99	9	-0.3	-4	-1	92	1	-16	26*
CC1CCCC(C)N1C(=O)Cn1cnc2cc([N+](=O)[O-])ccc2c1=O (centres undefined)	104	0	-0.9	3	5	95	1	0	-1
O=C(c1ccccc1)N(Cc1ccco1)C1CCS(=O)(=O)C1 (centres undefined)	101	-11	-0.4	4	5	103	-2	3	-4
CN1CCN(C(=O)c2ccc3c(c2)N(Cc2cccc(Cl)c2)C(=O)c2ccccc2S3=O)CC1 (centres undefined)	107	.	2.2	5	-19	108	-1	-19	-2
O=C(Nc1ccccc1)c1ccc2ccccc2n1	116	-6	-1.5	-1	4	106	-11	0	-4
COc1ccc(C(=O)OCCCOC(=O)c2ccc(OC)cc2OC)c(OC)c1	102	2	-1.9	14	-1	107	-54	1	2
Cc1ccc(Oc2coc3cc(OC(=O)c4cccs4)ccc3c2=O)cc1	105	16	1.9	-3	6	93	-7	17	-5
COc1ccccc1OCC(=O)Nc1nc(C)c(C)s1	103	7	0.5	0	-12	98	-15	-9	-7
Cc1ccc(S(=O)(=O)N2CCN(C(=O)CSc3nc(N)cc(=O)[nH]3)CC2)c(C)c1	101	6	-1.1	2	12	101	-34	20	-6
COCCNC(=S)Nc1cc(S(=O)(=O)N2CCOCC2)ccc1N1CCCCC1	99	11	-4.7	4	8	103	-16	-15	-1
CCc1cccc(NC(=O)C2CCCN(S(=O)(=O)c3cnc[nH]3)C2)c1 (centres undefined)	100	11	-1.5	3	-2	101	-7	8	-3
COc1ccc(C(=O)N2CCc3cc(OC)c(OC)cc3C2c2ccc(OC)c(OC)c2)cc1 (centres undefined)	102	-8	-1.9	4	-3	106	-42	29	-7
CC1CCc2c(sc3ncnc(NCCN4CCOCC4)c23)C1 (centres undefined)	95	-5	-0.2	-7	.	95	.	-8	4
Cc1ccc(-n2ncc3c(=O)n(Cc4cccnc4)cnc32)cc1	102	9	1.4	9	17	104	-13	40	-8
CCc1nc2ccc(C(=O)NCc3ccccc3)cc2nc1CC	91	-8	-0.9	-7	-2	89	-18	12	-3
CCOC(=O)Nc1nnc(-c2cccc(OC)c2)s1	102	15	1.9	7	2	104	-11	-6	-5
CCCCNC(=O)CSc1nc2ccsc2c(=O)n1C1CCN(C(=O)OCC)CC1	87	12	0.8	-25	2	93	-26	19	-6
COc1ccc(-n2c(=O)c3c4c(sc3n3c(=S)[nH]nc23)CCC4)cc1	92	-3	-4.9	-15	-1	87	-5	4	-5
O=C(O)c1c2c(nc3ccccc13)/C(=C/c1ccccc1[N+](=O)[O-])CCC2	98	3	0.8	-4	16	95	-21	-2	-2
COc1ccc(C(=O)NC(C(=O)NCc2ccccn2)C(C)C)cc1 (centres undefined)	115	-4	2.7	3	-9	109	-5	-21	-7
CCCNC(=O)COC(=O)c1c2c(nc3ccccc13)CCC2	101	13	-0.3	0	24	99	-12	3	-6
O=C(NCc1ccccc1)N1CCNCC1	104	-1	1.9	5	-5	105	2	13	7
CCOC(=O)c1nn(-c2ccc(F)cc2)c2nc(Nc3ccccc3)cc(=O)n12	95	11	16	-2	10	95	-15	-25	-6
O=C(Nc1c2c(nn1-c1cccc(Cl)c1)CS(=O)(=O)C2)c1ccc2c(c1)OCO2	91	7	-0.1	-5	6	91	-30	7	-1
CC(C)CC(NC(=O)C1CCC(C)CC1)C(=O)NCc1ccccn1 (centres undefined)	108	9	-1.3	3	-4	108	-12	-6	-3
Cn1c2ccccc2c(=O)c2cc(C#CC3(O)CCCCC3)ccc21	98	14	-3.0	4	-10	92	-31	-14	-5
CC1CCc2c(sc(NC(=S)NC(=O)c3ccccc3)c2C#N)C1 (centres undefined)	106	31	2.7	-1	6	101	0	-11	9
O=C(CCOc1ccccc1)Nc1ccccc1F	97	12	-0.3	-1	-1	102	-4	8	.
O=C(O)c1ccc(/C=N/Nc2ccc(S(=O)(=O)N3CCCC3)cc2[N+](=O)[O-])cc1	98	9	-1.0	0	8	96	-3	-9	0
COc1ccc(CN(C)C(=O)COC(=O)c2ccc3c(c2)OCO3)cc1OC	100	19	-3.6	6	-9	97	-17	-12	0
Oc1ccccc1-c1nc(NCC2CCCO2)c2ccccc2n1 (centres undefined)	113	-4	0.6	4	-9	113	-1	-31	-7
O=C(CS(=O)(=O)Cc1ccccc1)N1CCc2ccccc2C1	107	-2	-2.1	4	7	110	-9	6	0
CN1C(=O)N(C)C2CC1N(C)C(=O)N2C	105	4	-4.5	2	-4	105	-1	4	-5
